EP2 modulator: EP2 receptor modulators, cAMP readout, primary screen, cell-based, HTRF cAMP, PGE2 stimulation; EP2-expressing cells, cAMP HTRF FRET, PGE2 co-stimulation; induction, % at 25 µM; 0.83% of 260,000 active; AID 940, 2007;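 active = compounds whose cAMP rise, as percent of the full-agonist control response, exceeds 60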;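 also: rat C6 glioma line stably carrying human EP2 under a CMV promoter; the protocol text gives 20 µM as final concentration; 100% = response of wells given 1 µM PGE2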
Target sequence (P43116 whole entry, looked up): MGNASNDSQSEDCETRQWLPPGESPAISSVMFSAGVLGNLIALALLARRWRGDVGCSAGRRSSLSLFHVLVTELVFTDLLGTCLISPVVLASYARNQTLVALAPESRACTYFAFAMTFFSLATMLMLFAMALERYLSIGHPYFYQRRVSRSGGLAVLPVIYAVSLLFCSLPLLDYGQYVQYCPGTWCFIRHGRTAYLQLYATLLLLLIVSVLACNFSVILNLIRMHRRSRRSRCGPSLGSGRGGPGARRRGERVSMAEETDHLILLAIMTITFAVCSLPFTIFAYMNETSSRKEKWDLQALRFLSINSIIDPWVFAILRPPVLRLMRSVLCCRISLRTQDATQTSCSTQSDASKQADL
zfTRPN1 agonist: zebrafish TRPN1 channel agonists, primary screen, cell-based, HEK293, calcium fluorescence. HEK293 zebrafish TRPN1-YFP, Fluo-8 calcium fluorescence; 100% = response to 87 µM carbachol. 0.18% of 220,000 active. activation, % at 3 µM. transient receptor potential cation channel N1 (TRPN1/NompC), Danio rerio. AID 1424, 2008;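 active = activation above its plate's cutoff, the mean activation of test wells on that plate plus 3 SD, cut at about 19% in these data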;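 also: 0% = DMSO alone and 100% = 87 µM carbachol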
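System: zebrafish TRPN1-YFP in HEK293 cells / Dosing: 3 µM single point / Timing: dye loading 1 h at 37 °C, then 30 min room temperature / Signal: Fluo-8 calcium fluorescence, excitation 470-495 nm, emission 515-575 nm / Read-out basis: percent activation from peak over basal fluorescence ratio, control-normalized / Control set: high carbachol 87 µM, low DMSO alone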
BaF3 parental: parental Ba/F3 cell viability inhibition, counter-screen for JAK2V617F inhibitor project, murine pro-B, CellTiter-Glo luminescence; CellTiter-Glo ATP luminescence; inhibition, % at 5.6 µM; 1.1% of 220,000 active;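 active = inhibition above a per-campaign cutoff, the mean inhibition of all tested compounds plus 3 SD, cut at about 27% in these data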;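 also: 0% = DMSO wells and 100% = JAK Inhibitor I control wells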
S1P4 ag: S1P4 receptor agonists, primary screen, cell-based; S1P4-expressing cell line, agonist reporter assay; activation, % at 4.98 µM; 0.35% of 220,000 active; in the data active = activation above about 11%;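 also: 0% = DMSO vehicle and 100% = reference agonist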
Ba/F3 V617F tox: reduced viability of JAK2V617F-dependent Ba/F3 cells, primary screen, JAK2V617F inhibitor project, cell-based, Ba/F3 EpoR-JAK2V617F, luminescence | inhibition, % at 5.6 µM | ATP luminescence | 1.1% of 220,000 active | AID 1446, 2008;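 active = inhibition above the campaign mean plus 3 SD over all tested compounds, cut at about 24% in these data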;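 also: cytokine-independent growth of Ba/F3 cells driven by EpoR plus mutant JAK2; 0% = DMSO-treated cells and 100% = JAK inhibitor I control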
PERK inhibitor: block of dimerizer-induced PERK translation repression, primary screen, PERK inhibitor project, CHO PERK-DD cells, SEAP luminescence, HTS; inhibition, % at 5.6 µM; 0.17% of 220,000 active; CHO PERK-DD fusion, SEAP luminescence translation reporter;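 active = inhibition above the mean inhibition of all tested compounds plus 3 SD, set separately per screening campaign, cut at about 2.9% in these data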;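 also: PERK kinase domain activated by AP20187 dimerizer at 100 nM; 0% = DMSO with dimerizer and 100% = rapamycin at 8.4 µM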
TRPML3 ag: human TRPML3 channel agonists, primary screen, cell-based, HEK293 TRPML3-YFP, Fluo-8 calcium fluorescence, 3 µM. activation, % at 3 µM. 100% = the carbachol control signal. Mucolipin-3 (Homo sapiens), Q8TDD5. AID 1448, 2008. 0.29% of 220,000 active;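 active = activation above its plate's cutoff, the mean activation of the plate's test wells plus 3 SD, cut at about 12% in these data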;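 also: 0% = DMSO only wells and 100% = carbachol wells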
Target sequence (Q8TDD5 whole entry, looked up): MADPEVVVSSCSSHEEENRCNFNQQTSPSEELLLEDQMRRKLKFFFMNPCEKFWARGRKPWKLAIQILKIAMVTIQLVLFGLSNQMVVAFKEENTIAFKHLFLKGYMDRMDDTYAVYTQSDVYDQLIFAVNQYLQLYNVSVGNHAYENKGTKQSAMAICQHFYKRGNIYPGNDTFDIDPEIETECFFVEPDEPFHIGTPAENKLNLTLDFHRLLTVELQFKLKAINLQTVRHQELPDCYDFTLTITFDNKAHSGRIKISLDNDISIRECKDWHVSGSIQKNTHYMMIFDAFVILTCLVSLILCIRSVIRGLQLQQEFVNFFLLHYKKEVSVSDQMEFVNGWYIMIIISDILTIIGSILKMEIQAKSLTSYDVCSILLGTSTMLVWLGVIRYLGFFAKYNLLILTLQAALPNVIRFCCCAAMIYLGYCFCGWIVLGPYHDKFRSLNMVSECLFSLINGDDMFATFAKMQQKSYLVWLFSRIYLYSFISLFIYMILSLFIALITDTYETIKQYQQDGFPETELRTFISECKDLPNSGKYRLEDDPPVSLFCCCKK
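system = HEK293 cells stably carrying human TRPML3-YFP | doses = one concentration, 3 µM nominal, 0.3% DMSO | timing = dye loading 1 h 37 °C then 30 min ambient, 125 s read | detection = Fluo-8 calcium dye fluorescence, ex 470-495, em 515-575 nm | benchmarks = high control carbachol 87 µM, low control DMSO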
S1P4 antagonist: S1P4 receptor antagonists, primary screen, cell-based | Sphingosine 1-phosphate receptor 4 (Homo sapiens), O95977 | S1P4-expressing cells, antagonist mode, reporter read-out | inhibition, % at 4.98 µM | 0.26% of 220,000 active | AID 1510, 2009; in the data active = inhibition above about 29%;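 also: 0% = wells stimulated with agonist and 100% = vehicle wells without agonist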
m-calpain inh: inhibitors of pig calpain II, primary screen, biochemical, fluorogenic peptide substrate, 1536-well; purified calpain II, 30 min; inhibition, % at 16 µM; 0.37% of 220,000 active;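 active = inhibition above about 50%, limit read from the data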
Numbers without * were called inactive; i = inactive; & = joins results of further samples. Some of the compounds tested; rates above refer to the full screens.

SMILES	EP2 modulator	zfTRPN1 agonist	BaF3 parental	S1P4 ag	Ba/F3 V617F tox	PERK inhibitor	TRPML3 ag	S1P4 antagonist	m-calpain inh
Cc1ccc(N2C(=O)/C(=C/c3ccc(CN(CCC#N)S(C)(=O)=O)o3)C(=O)NC2=S)cc1C	19.9	1.6	2.1	1.7	-0.5	0.9	1.2	-11.0	-53.0
Cc1cccc(-n2c(O)c(C=Nc3ccc(S(N)(=O)=O)cc3)c(=O)[nH]c2=O)c1	-1.4&13.0	2.1	5.0	0.4	-2.9	0.7	-0.7	7.5	-16.2
O=C(CN1CCCC1=O)Nc1ccccc1	2.9	-0.1	2.7	-1.2	0.9	-0.2	0.4	-10.9	10.6
CCCCCSc1cc(OC)c(CCNC)cc1OC	21.2	-0.4	7.2	0.9	3.2	-0.4	1.7	-17.4	4.7
COP(=O)(Cc1ccc(C#N)o1)OC	12.0	2.4	-4.1	0.6	-0.7	1.2	0.7	1.2	-8.0
Cc1ccn2nc(S(=O)(=O)Nc3c(F)cccc3F)nc2n1	16.9	-0.6	0.6	1.2	0.0	2.2	0.8	-45.1	-6.9
C[N+]12CCC(CC1)C(C(O)(c1cccc(Cl)c1)c1cccc(Cl)c1)C2 (stereo not drawn)	11.1	-2.4	0.7	-1.7	-4.4	-0.9	-0.4	-0.6	-12.8
COc1ccc(OC)c(C2=NOC(C(=O)N3CCC4(CC3)OCCO4)C2)c1 (stereo not drawn)	-5.8	0.2	6.9	1.5	0.2	-1.1	-0.5	-4.2	-7.8
FC(F)(F)c1ccc(CN2CCNCC2)cc1	-21.0	0.3	1.0	2.6	-2.8	0.2	0.7	-3.0	9.0
CCOC(=O)c1c(-n2c(C)cc(C=C3C(=O)NC(=S)NC3=O)c2C)sc2c1CCCC2	-8.6	0.5	5.3	4.2	1.4	0.2	0.5	-9.1	-332.2
NNP(=O)(CC(=O)c1ccccc1)c1ccccc1 (stereo not drawn)	-11.5	-0.2	0.2	1.4	-5.9	-0.6	0.1	-3.8	0.2
C=C1C(O)(c2ccccc2)C2CC[N+]1(C)CC2 (stereo not drawn)	8.0	0.0	0.4	0.3	4.7	0.0	0.7	-7.7	-11.4
Cc1cc(C)n2c(Br)c(CN3CC4CC(C3)c3cccc(=O)n3C4)nc2n1 (stereo not drawn)	13.3	-0.8	4.1	-0.1	3.7	-0.1	0.4	-4.5	0.9
CC/C(=C\C=C\[C@@H]1C=C[C@@H]2CCC[C@H]2[C@@H]1C(=O)c1ccc[nH]1)[C@@H]1O[C@@H]([C@@H](C)C(=O)O)CC[C@@H]1C	25.9	16.0	30.7*	-0.6	54.9*	-2.1	0.5	-1.8	14.2
CC1CC2(O)c3nonc3CCC2N1O (stereo not drawn)	5.2	1.2	1.0	0.7	-3.9	0.4	0.2	-1.8	-10.2
CC(=NCc1ccc2c(c1)OCO2)c1c(O)n(-c2ccccc2)c(=O)[nH]c1=O	-26.2	2.7	13.0	-0.3	16.0	0.6	0.5	3.8	16.9
CN(CCc1nnc(N)s1)[N+](=O)[O-]	27.9	1.5	1.8	0.5	2.2	0.1	0.1	-18.3	-30.5
O=C(COc1ccccc1)N1CCN(CC(O)COc2ccccc2)CC1 (stereo not drawn)	5.4	-0.7	0.7	0.6	-4.9	0.8	1.1	-7.8	-15.7
Cc1ccc(-n2c(O)c(C=NCc3ccco3)c(=O)[nH]c2=S)cc1C	1.6	-1.1	-0.1	0.4	1.2	1.8	0.8	-13.2	10.9
Cc1cc(N2C(=O)C3CCCN3C2c2cccc(Cl)c2)no1 (stereo not drawn)	30.3	-2.0	4.4	-2.1	-4.3	0.2	0.3	-36.9	12.8
O=C(Cn1cnc2ccccc2c1=O)NCCC(=O)N1CCC2(CC1)OCCO2	10.2	1.2	6.2	-0.1	-2.8	0.4	0.3	-8.3	-17.5
CSc1ccc(C(=O)C2CCCN(Cc3ccn[nH]3)C2)cc1 (stereo not drawn)	-30.5	-0.7	-4.2	1.2	-0.4	-1.1	0.6	4.3	9.4
COc1cc(C=C2C(=O)NC(=O)NC2=O)cc(OC)c1OC	27.0	-2.1	-0.1	-0.6	-2.9	1.2	0.2	-2.6	-6.3
CN(C)c1ccc(/C=C2/C(=O)NC(=O)N(Cc3ccco3)C2=O)cc1	1.5	1.6	5.2	1.8	-3.9	1.7	1.6	-1.7	-17.8
O=C1NC(=O)N(c2cccc(F)c2)C(=O)/C1=C/c1ccc(N2CCOCC2)cc1	-37.7	2.9	-5.5	0.9	1.0	0.9	-0.2	-2.3	4.1
CCCCn1c(O)c(C(CC)=Nc2ccc(OC)cc2OC)c(=O)[nH]c1=O	-54.8	0.1	-1.4	0.9	-0.6	-0.5	0.5	-8.2	15.8
c1ccc(-c2ccc(-c3n(-c4ccccn4)c4ccccc4[n+]3-c3ccccn3)cc2)cc1	-10.0	-2.4	6.0	-0.4	-2.3	-0.3	-1.5	11.1	i
COc1ccc(S(=O)(=O)NCc2ccc(C(=O)N3CCC4(CC3)OCCO4)cc2)cc1	-7.7	0.6	12.1	0.5	6.1	-0.9	0.3	-4.8	10.3
COc1c2c(cc3c1OCO3)CC[N+](C)=C2	5.5&25.6	1.9	-3.7	0.4	-5.3	0.7	0.7	-5.4	22.4
COc1ccc(OC)c(N2C(=O)NC(=O)/C(=C\c3ccc([N+](=O)[O-])s3)C2=O)c1	-57.2	0.7	-1.1	-0.4	-3.9	0.5	1.0	-20.7	19.1
C=C1N2CCC(CC2)C1(O)c1ccc(C)cc1 (stereo not drawn)	7.4	0.2	3.1	0.7	-4.2	0.7	1.6	-6.7	19.1
CCCC[N+]12CCC(CC1)C(C(=O)c1cccs1)C2 (stereo not drawn)	16.5	-0.3	14.0	1.5	2.1	0.6	0.1	-12.5	13.2
COc1ccc(Cn2c(O)c(C=Nc3c(C)n(C)n(-c4ccccc4)c3=O)c(=O)[nH]c2=O)cc1	31.3	0.2	5.1	2.2	-3.1	-0.6	0.9	-1.3	11.7
Cc1cccc(-n2c(-c3ccc([N+](=O)[O-])cc3)nc3ccccc3c2=O)c1	28.2	-0.3	4.2	-1.1	-3.6	0.5	0.7	-0.6	-37.9
CC(C)CCn1c(N)c(C(=O)NCc2cccs2)c2nc3ccccc3nc21	60.0	0.4	7.3	0.1	2.5	-0.3	0.5	6.4	-92.8
COc1ccc(C(=O)C2(C)N(O)C(C)C(c3cccs3)=[N+]2[O-])cc1 (stereo not drawn)	10.9	0.8	-0.9	-0.9	-0.5	-0.2	0.6	-12.2	-0.4
O=c1c2ccccc2nc(/C=C/c2ccc(O)cc2)n1-c1ccccc1O	-19.3	1.4	-4.0	1.8	-1.8	-0.3	0.6	17.0	-12.9
OC(Cn1c2ccccc2c2ccccc21)C[n+]1ccccc1 (stereo not drawn)	8.1	-0.2	21.8	1.7	-2.0	0.4	0.3	-1.5	-11.7
CCN1CCN(c2ccc(N)c(C)c2)CC1	8.3	1.4	2.1	0.7	-0.3	-0.6	0.4	-1.3	-19.7
CCOC(=O)C1=C(N)Oc2cc(C)oc(=O)c2C12C(=O)N1c3c(cccc32)C(C)=CC1(C)C (stereo not drawn)	22.4	0.3	0.9	-0.8	3.4	-1.1	0.0	20.0	1.5
C[N+]1(CC(COCc2ccccc2)OC(=O)Cc2ccccc2)CCOCC1 (stereo not drawn)	28.1	-0.4	3.0	0.6	2.0	0.5	0.8	2.8	7.0
CN1CCc2nc3sc(C(=O)NC4CC4)c(N)c3cc2C1	-10.7	1.5	3.2	2.8	5.1	0.3	1.1	-22.6	-2.8
Clc1ccc2c(N3CCNCC3)ccnc2c1	-5.8	-0.5	3.9	4.2	0.7	-1.4	1.2	-25.9	12.8
O=C(NCCCN1CCOCC1)C(Cl)(Cl)Cl	17.0	1.0	3.3	0.7	-1.0	0.4	0.5	-13.5	-6.1
CCOC(=O)c1c(C)n(Cc2ccco2)c2ccc(OC)cc12	63.8*	-0.8	9.7	1.1	5.8	0.0	-0.1	13.2	2.7
CCSc1cc(C2C(C#N)=C(N)Oc3n[nH]c(C)c32)c(C)o1 (stereo not drawn)	-13.1	0.8	5.6	-2.9	0.1	0.4	0.1	0.4	10.2
CC(C)CCN1CCN(Cc2c(F)cccc2Cl)CC1CCO (stereo not drawn)	-11.2	0.8	9.9	-0.2	4.4	-0.3	0.4	1.8	3.1
CCOc1ccc(-n2c(-c3ccoc3)nc3ccccc3c2=O)cc1	-1.4	0.2	-0.4	-2.1	0.6	-0.9	-0.2	8.1	16.3
Cc1c(N=Cc2c(O)n(Cc3ccc(F)cc3)c(=O)[nH]c2=O)c(=O)n(-c2ccccc2)n1C	0.2	0.3	1.4	-1.8	0.0	-1.1	0.4	11.7	18.3
CN1CCN(c2ccc(C(N)=O)cc2[N+](=O)[O-])CC1	9.5	2.0	6.1	-0.3	2.4	0.3	0.5	-9.7	13.8
COCc1cc(OC(=O)N(C)C)nc(-c2ccccc2)n1	18.3	0.8	0.0	-1.8	-6.2	2.4	0.7	-2.2	-7.4
CC(C)(C)C(=O)NC1CCSC1=O (stereo not drawn)	-4.8	0.1	5.9	1.9	2.0	0.9	0.0	-4.3	-8.0
O=C1CN=C(c2ccccc2)c2cc(Br)ccc2N1Cc1cc(=O)n2ccccc2n1	16.6	1.9	3.9	1.0	-1.7	-0.1	1.0	-12.3	-16.1
CN(C)c1ccc([P+](=O)c2ccc(N(C)C)cc2)cc1	-68.5	-0.7	-2.2	-0.7	-3.9	0.2	0.4	7.8	-4.8
C/C(=C\c1ccc(N(C)C)cc1)[N+](=O)[O-]	-11.8	2.1	-1.4	3.4	31.6*	-0.2	2.5	24.0	-25.9
Cc1nn(CC(C)C)c(Cl)c1C(=O)O	21.6	1.6	8.3	1.0	0.5	-0.3	-0.7	1.6	-4.6
CN1[C@@H]2CC[C@H]1CC(OC(=O)C1C=Nc3ccccc31)C2 (stereo partly drawn)	5.0	0.0	5.5	-0.3	-1.6	0.9	1.1	-13.3	-15.7

In a second layout: three of the compounds above.
Results follow in this order: EP2 modulator, zfTRPN1 agonist, BaF3 parental, S1P4 ag, Ba/F3 V617F tox, PERK inhibitor, TRPML3 ag, S1P4 antagonist, m-calpain inh
O=C1CN=C(c2ccccc2)c2cc(Br)ccc2N1Cc1cc(=O)n2ccccc2n1
→ 16.6, 1.9, 3.9, 1.0, -1.7, -0.1, 1.0, -12.3, -16.1
CN(C)c1ccc([P+](=O)c2ccc(N(C)C)cc2)cc1
→ -68.5, -0.7, -2.2, -0.7, -3.9, 0.2, 0.4, 7.8, -4.8
C/C(=C\c1ccc(N(C)C)cc1)[N+](=O)[O-]
→ -11.8, 2.1, -1.4, 3.4, 31.6*, -0.2, 2.5, 24.0, -25.9

Screens (PubChem BioAssay)
